# Bioassay records (PubChem)
# RTF Ca sens act – increases calcium sensitivity of human cardiac regulated thin filaments; P19429+P45379; activation, % at 7.2 µM; IANBD-labeled TnC RTF fluorescence at EC20 calcium; 0% EC20 calcium, 100% full calcium; 340,000 tested, 0.24% active; AID 493008;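 active = activation above the mean over all tested compounds plus 3 SD, cut at about 30% in these data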;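 note: rise in fluorescence read as greater calcium sensitivity of cardiac thin filaments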
# Keap1-Nrf2 PPI – disrupts human Keap1 binding to Nrf2 peptide; Keap1 Kelch-Nrf2 peptide fluorescence polarization, 1536-well; 340,000 tested, 0.15% active; Q14145; inhibition, % at 9.4 µM; in the data active = inhibition above about 12%;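 note: human Keap1 Kelch domain with fluorescein labeled Nrf2 9mer peptide probe; 0% = neutral control wells and 100% = peptide positive control; higher means more block of Keap1 binding to Nrf2 peptide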
# Target sequence (Q14145 whole entry, looked up, the tested form may be a part): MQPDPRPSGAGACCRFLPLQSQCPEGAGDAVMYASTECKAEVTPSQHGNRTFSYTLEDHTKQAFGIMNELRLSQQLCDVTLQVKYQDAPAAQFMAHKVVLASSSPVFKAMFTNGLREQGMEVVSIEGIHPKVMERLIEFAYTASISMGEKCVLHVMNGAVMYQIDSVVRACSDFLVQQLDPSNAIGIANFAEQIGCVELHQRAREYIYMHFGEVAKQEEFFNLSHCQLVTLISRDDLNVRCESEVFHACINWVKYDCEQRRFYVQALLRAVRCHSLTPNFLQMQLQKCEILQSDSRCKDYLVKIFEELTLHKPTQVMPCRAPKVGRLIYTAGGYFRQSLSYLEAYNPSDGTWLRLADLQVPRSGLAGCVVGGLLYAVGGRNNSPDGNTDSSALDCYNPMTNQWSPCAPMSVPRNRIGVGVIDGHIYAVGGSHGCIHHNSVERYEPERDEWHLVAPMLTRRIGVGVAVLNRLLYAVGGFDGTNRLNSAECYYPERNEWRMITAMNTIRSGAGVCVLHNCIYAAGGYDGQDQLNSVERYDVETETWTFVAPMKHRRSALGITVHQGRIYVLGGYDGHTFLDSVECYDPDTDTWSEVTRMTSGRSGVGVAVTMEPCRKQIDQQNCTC
# CAL PDZ FP-1 – inhibitors of human CAL PDZ peptide binding | Q9HD26 | purified CAL PDZ, TMR-peptide fluorescence polarization, 1 h | inhibition, % at 24.9 µM | 300,000 tested, 0.92% active | AID 602252;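 active = mean inhibition of at least 30% with at least half of replicates also reaching 30%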;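 note: 0% = DMSO neutral control and 100% = excess unlabeled competitor peptide PRC23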
# C-LANA FP – inhibitors of KSHV LANA C-terminal domain DNA binding; MBP-C-LANA/FAM-LBS DNA binding, fluorescence polarization; inhibition, % at 9 µM; 340,000 tested, 0.078% active; AID 504423;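 active = highest replicate inhibition at or above 60% at 9 µM, even if other replicates fall short; inactive = all replicates below 60% inhibition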;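 note: 0% = neutral control wells and 100% = 4 µM acridine orange control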
# SR-BI DiI-HDL act – enhances SR-BI lipid uptake from DiI-HDL; 320,000 tested, 0.096% active; CHO ldlA[mSR-BI] cells, DiI-HDL uptake fluorescence, 3 h; 100 = double the neutral-control signal; activation, % at 12.5 µM;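 active = mean replicate activation of at least 60% and every replicate at or above 60%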;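 note: 0% = median plate neutral-control signal and 100% = twice that signal; values of inactives mirror those of a sister screen read the other way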
#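 material = CHO ldlA[mSR-BI] cells | medium = Ham's F12 with 0.5% BSA, HEPES 25 mM, pH 7.4 | reagent = fluorescent DiI-HDL, 10 µg/mL final | compound dosing = single-point compound dose | incubation = 3 h, 37 °C | measured by = bottom-read fluorescence, 550/595 nm | measure = HDL uptake via cellular fluorescence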
# CAL PDZ FP-2 – human CAL PDZ-peptide interaction inhibition. 330,000 tested, 0.02% active. AID 504414. inhibition, % at 20 µM. Q9HD26. purified CAL PDZ, TMR-peptide fluorescence polarization, 1 h;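 active = highest replicate inhibition of at least 40%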;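 note: plate controls were DMSO neutral control wells for no effect and unlabeled competitor peptide control wells for full effect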
#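 Material: tagged CAL PDZ domain; buffer or medium: 25 mM sodium phosphate pH 7.4, 150 mM NaCl, TCEP, IgG, Thesit; compound dosing: single point, 20 µM; schedule: 1 h incubation at room temperature before polarization reading; measured by: FP readout, S and P plane fluorescence; read-out basis: percent inhibition from loss of millipolarization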
# Cardiac RTF inh – cardiac RTF calcium desensitization; inhibition, % at 7.15 µM; P19429+P45379; 340,000 tested, 0.12% active; IANBD-labeled cardiac RTF, Ca2+ fluorescence; AID 493244;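 active = inhibition above the mean inhibition of all tested compounds plus 3 SD, cut at about 17% in these data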;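 note: assay run at fixed EC70 calcium of 1.6 mM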
# Rtt109 HAT inh – blocks Candida albicans Rtt109/Vps75 acetyltransferase activity | purified Rtt109/Vps75, ThioGlo CoA-SH fluorescence, 4 h | inhibition, % at 34.9 µM | 330,000 tested, 0.16% active | AID 540336;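 active = inhibition of at least 50% in every replicate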
# DAGLB inhibitor – diacylglycerol lipase beta (human) inhibition; Q8NCG7; HEK293T DAGLB membrane lysate, EnzChek fluorogenic substrate; inhibition, % at 5.17 µM; 340,000 tested, 0.059% active; AID 504411; in the data active = inhibition above about 34%;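 note: 0% = enzyme with vehicle and 100% = wells lacking enzyme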
# PKA-R2B activ – activates the human PKA-R2B holoenzyme complex; PKA-R2B holoenzyme dissociation, Cy5-IP20 fluorescence polarization; R2B truncated from residue 108, S112A mutant; 0% DMSO only, 100% 113 µM cGMP; AID 504700; 340,000 tested, 0.079% active; activation, % at 11.4 µM; P22694+P31323;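 active = activation above a cutoff set at the mean over all compounds plus 3 SD, cut at about 18% in these data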;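 note: higher means more holoenzyme dissociation and a rise in polarization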
# Target sequence (P31323 whole entry, looked up, other chains not shown, the tested form may be a part): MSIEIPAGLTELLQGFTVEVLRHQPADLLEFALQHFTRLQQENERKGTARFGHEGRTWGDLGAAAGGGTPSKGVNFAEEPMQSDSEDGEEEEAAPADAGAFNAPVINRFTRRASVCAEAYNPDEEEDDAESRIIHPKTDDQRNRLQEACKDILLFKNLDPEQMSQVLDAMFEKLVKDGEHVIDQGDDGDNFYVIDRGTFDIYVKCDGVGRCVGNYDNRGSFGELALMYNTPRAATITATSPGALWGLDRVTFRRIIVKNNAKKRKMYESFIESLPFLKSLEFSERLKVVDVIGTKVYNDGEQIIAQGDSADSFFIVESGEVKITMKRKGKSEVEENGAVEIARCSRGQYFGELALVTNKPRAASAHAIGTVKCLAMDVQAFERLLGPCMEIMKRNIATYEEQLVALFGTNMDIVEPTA
# * = called active by the depositor; · = no result given.
SMILES,RTF Ca sens act,Keap1-Nrf2 PPI,CAL PDZ FP-1,C-LANA FP,SR-BI DiI-HDL act,CAL PDZ FP-2,Cardiac RTF inh,Rtt109 HAT inh,DAGLB inhibitor,PKA-R2B activ
c1ccc(CCNc2nc(-c3cccnc3)cs2)cc1,-1,-1,2,-0.3,-3,-0.4,3,-14,2,-3
CCOC(=O)c1cc(-c2ccccc2C)n(Cc2cc(C)no2)n1,-6,2,-2,0.0,30,-1.1,0,1,0,-6
Cc1csc(NC(=O)c2cccnc2)n1,-4,0,-1,·,29,-0.8,-9,16,1,-5
O=C(CSc1nncn1-c1cccnc1)Nc1ccccc1[N+](=O)[O-],-10,-4,·,0.8,·,0.1,-3,8,-1,8
CC1Cc2cc(/C(O)=C3/C(=O)C(=O)N(CC4CCCO4)C3c3ccco3)ccc2O1 (centres undefined),0,-4,·,-0.3,18,1.0,1,13,-3,-6
Cn1c(=O)c2c(nc(CN3CCN(Cc4ccccc4)CC3)n2CCN2CCOCC2)n(C)c1=O,-1,-3,-2,-0.7,24,-1.4,-4,-16,-1,-1
COc1ccc(Oc2nc3c(c(=O)n(C)c(=O)n3C)n2Cc2ccccc2)cc1,3,-4,·,-0.5,-2,-0.4,2,0,1,3
Cc1ccc(OC(=O)C2CSC3(C)CCC(=O)N23)c(Br)c1 (centres undefined),-4,3,-6,1.1,3,-1.1,-4,-8,2,-6
CC(C)n1nccc1N(Cc1ccc(Br)cc1)S(=O)(=O)c1ccccc1,2,-4,1,-0.9,-18,-2.2,-7,-19,-7,3
O=C(Nc1ccc2c(c1)CCC2)Nc1ccc(F)cc1F,3,2,-6,1.4,-1,1.1,6,-3,-7,2
CCN(Cc1ccccc1)C(=O)c1ccccc1C,-3,-9,-2,-0.5,25,·,-10,-2,-3,5
O=C(N/N=C/c1c[nH]c2ccccc12)c1cccc([N+](=O)[O-])c1,3,2,-5,2.1,-12,0.8,6,11,1,-6
Cn1c(=O)c2c(nc(NCCc3ccccc3)n2CC(=O)NCCc2ccccc2)n(C)c1=O,-2,-1,-2,1.6,9,0.9,-4,-2,0,-2
O=c1c2cc(Cl)ccc2oc2nc3n(c(=O)c12)CCCS3,2,-10,-2,0.0,4,-2.3,11,-8,0,-6
CN(Cc1ccccc1)S(=O)(=O)c1ccc2[nH]c(=O)oc2c1,1,1,·,-1.1,-31,-1.0,-17,-3,1,-3
COc1ccc(/C=C/c2ccc3cccc(O)c3n2)c(OC)c1OC,-3,-3,1,39,-16,-0.4,-1,11,-3,-11
Cc1cc(C)c(C(=O)NCC2CCCO2)c(C)c1C(=O)NCC1CCCO1 (centres undefined),5,-1,-1,1.4,13,-0.4,-5,-5,-7,-11
CCCCOC(=O)c1cc(=O)[nH]c2ccccc12,0,-4,0,0.4,7,-1.1,-2,-3,1,2
O=C(NCCCN1CCOCC1)C1CC(=O)N(c2ccccc2)C1 (centres undefined),-6,8,·,-2.1,·,-0.3,2,-7,1,2
CC(C)(C)c1ccc(C(=O)N2CCC(C(=O)NCc3ccncc3)CC2)cc1,3,-1,-5,-1.3,-7,·,0,7,-1,-8
CC1=CC(=O)C2=C(C)CC[C@@H]3[C@H](OC(=O)[C@H]3C)[C@@H]12,-5,-3,-3,1.1,-6,0.4,-2,-6,-1,-10
O=C(NCC1CCCO1)c1ccc(COc2ccccc2)o1 (centres undefined),-3,4,-3,-1.2,9,-1.6,-8,25,-1,4
Cc1cccnc1Nc1nc(-c2ccccc2)cs1,-4,0,-3,-2.2,-8,-0.4,-4,-9,-5,-9
CCOP(=O)(OCC)C(NC(=O)Nc1ccc(Cl)cc1)c1ccccc1 (centres undefined),1,4,-7,0.4,-6,-1.9,-6,-2,0,2
NC(=O)C1CCN(CC(=O)NC2CCCc3ccccc32)CC1 (centres undefined),7,-4,3,0.1,7,-0.8,3,-12,0,-12
SMILES,RTF Ca sens act,Keap1-Nrf2 PPI,CAL PDZ FP-1,C-LANA FP,SR-BI DiI-HDL act,CAL PDZ FP-2,Cardiac RTF inh,Rtt109 HAT inh,DAGLB inhibitor,PKA-R2B activ
CCn1c2ccccc2c2cc(NC(=O)CSc3nnc(-c4cccc(OC)c4)n3N)ccc21,-3,-5,-2,0.3,-48,1.1,-3,1,1,-7
Cc1ccccc1NC(=S)N(CCc1c(C)[nH]c2ccc(F)cc12)Cc1ccncc1,-6,-2,-6,0.3,-44,-0.1,-3,·,0,-15
COc1cc(CCC(=O)OCC(=O)Nc2ccccc2C#N)cc(OC)c1OC,4,2,-2,1.1,3,0.3,3,10,-1,7
CSC1=NCCN1C(=O)C(C)Oc1ccccc1 (centres undefined),1,0,1,1.8,·,0.0,-13,-1,1,2
COc1ccc(S(=O)(=O)N(C)c2ccc(C(=O)NCC3CCCO3)cc2)cc1OC (centres undefined),-5,0,-4,-0.8,1,-1.4,-1,30,0,-2
CN(C)c1cc(NC(=O)CNC(C)(C)C)c2ccccc2n1,4,6,·,-0.2,19,-0.4,-12,-2,1,2
O=C1c2cccnc2C(=O)N1Cc1cccs1,-3,0,·,0.6,23,0.5,-8,1,2,-5
COc1ccccc1CC(NC(C)=O)C(=O)N1CCN(C(=O)c2cccs2)CC1 (centres undefined),0,2,·,-2.6,9,0.1,-4,0,-1,-6
O=C(NNC(=O)c1cc2ccccc2cc1O)Nc1ccc(F)cc1F,-7,0,-1,2.1,-39,-1.2,-3,12,4,-7
O=C1CCN(CC2CCCCC2)C=C1C(=O)c1ccccc1,-4,2,4,-0.6,10,0.9,-2,20,-2,-7
Cc1ccc(S(=O)(=O)N2CCC(=O)N(C(COCc3ccc(C(F)(F)F)cc3)C(C)C)CC2)cc1 (centres undefined),1,-4,7,-0.9,21,-0.1,-3,7,-12,-5
CCOc1ccc(NC(=O)c2cccnc2SC)cc1,4,-9,5,0.6,-11,-0.7,-11,23,-2,-6
Cc1ccc(C(=O)Oc2coc(CSc3nnc(NC(=O)c4cccs4)s3)cc2=O)cc1,4,-6,4,1.8,31,-3.5,-4,-29,3,1
CCOC(=O)/C(=N\Nc1ccccc1Cl)N1CC(C)OC(C)C1 (centres undefined),3,-1,-7,0.3,-45,-1.7,-20,-30,-4,4
N#CC(Cc1cc2ccccc2n1S(=O)(=O)c1ccccc1)OCc1ccccc1 (centres undefined),-4,-4,-1,-1.0,-5,-0.6,-8,3,-8,3
Cc1cc(C)n2nc(C(=O)N/N=C/c3cn(C)nc3C)nc2n1,0,-2,·,1.4,31,0.7,1,1,0,1
CN1C(=O)[C@H]2[C@@H](c3ccc(F)cc3)N3C(=O)c4ccccc4NC(=O)[C@@]3(C)[C@H]2C1=O,-4,2,3,2.1,3,-0.1,1,-4,0,11
CCc1cc(=O)oc2cc(OCC(=O)NCCCN3CCCC3=O)ccc12,2,-1,·,-0.1,8,0.5,-8,-6,-1,-5
COc1ccccc1N(Cc1cc(=O)[nH]c2ccccc12)C(=O)c1ccc([N+](=O)[O-])cc1,3,-2,-7,-9.1,20,-1.1,-10,30,1,-9
Cc1ccc(S(=O)(=O)N(CC(O)CN(C)C)c2ccccc2)cc1 (centres undefined),12,-2,-3,-0.9,3,0.5,-2,0,-1,-1
CCCC/C=C/C(NC(=O)c1ccc(C(=O)OC)cc1)c1ccccc1 (centres undefined),0,-3,-4,0.8,22,-6.7,-3,-4,-12,1
CC(NC(=O)CCc1nc2cc(S(=O)(=O)N3CCOCC3)ccc2n1C)c1ccc(S(N)(=O)=O)cc1 (centres undefined),-4,1,1,1.6,19,-0.3,-2,-17,0,9
Cc1ccc(NC(=O)CN2CCC3(O)CCCCC3C2c2ccc3c(c2)OCO3)c(C)c1 (centres undefined),3,-1,5,-0.6,-16,·,-8,-2,-1,11
CC(=O)Nc1nc2ccccc2n1Cc1ccccc1,-4,-6,-5,0.0,6,-0.7,-10,-19,3,-7
CCCn1cc(SCC(N)=O)c2ccccc21,4,1,·,-0.7,-1,-0.1,3,-7,-1,10
SMILES,RTF Ca sens act,Keap1-Nrf2 PPI,CAL PDZ FP-1,C-LANA FP,SR-BI DiI-HDL act,CAL PDZ FP-2,Cardiac RTF inh,Rtt109 HAT inh,DAGLB inhibitor,PKA-R2B activ
CCOC(=O)C1=CN(C)CCC1=O,-2,-1,-3,3.9,8,-0.5,-2,-2,-2,-1
COc1ccc(CN2CCN(C(=O)c3cc(C4CC4)nn3-c3ccccc3)CC2)cc1F,3,2,-1,1.2,-37,-0.9,0,0,-1,-10
Cc1cc(Nc2ccccc2C(=O)O)n(-c2cccc(Cl)c2)n1,0,-2,9,-0.7,5,-0.2,3,10,7,-3
O=C(CN1CCN(Cc2ccccc2Cl)C1=O)NCc1ccco1,9,-4,-3,-1.6,-28,-0.1,-8,0,0,-15
CC1Cc2cc(/C(O)=C3/C(=O)C(=O)N(CCN4CCOCC4)C3c3ccc(C(C)C)cc3)ccc2O1 (centres undefined),·,-3,·,1.3,7,1.2,·,13,·,·
O=C(NCCSc1c[nH]c2ccccc12)c1ccc(Br)o1,1,-6,·,0.8,-18,-0.3,-1,-4,-3,2
O=C1c2ccccc2NC(c2ccc(-c3ccc(Br)cc3)o2)N1O (centres undefined),-7,-5,·,-0.3,2,0.9,-1,9,1,1
Cc1cccc(C(c2c(C)nn(-c3ccccc3)c2N)c2c(C)nn(-c3ccccc3)c2N)c1,10,-3,-6,0.2,-14,-1.3,-5,-2,2,-3
Cc1n[nH]c(=O)c2c1nnn2Cc1ccccc1Cl,-6,1,-1,-1.8,-21,-0.7,-9,0,-5,-3
CCN(CC(=O)Nc1ccc(N2CCOCC2)cc1)Cc1nc2ccccc2c(=O)[nH]1,-4,1,5,2.8,-55,-0.4,-3,-1,-1,-4
FC(F)(F)c1cnc(-c2cnc3c(-c4ccc(Cl)cc4)cnn3c2)c(Cl)c1,-2,-2,·,-1.4,-13,-2.3,-3,-2,-1,-1
Cc1ccc(OCCn2cnc(Cl)c2Cl)cc1,3,-1,-8,-0.4,2,-1.3,2,2,-3,2
O=C1CCC/C(=N/NC(=O)C2CCN(S(=O)(=O)c3cccs3)CC2)C1,7,-4,-2,2.8,30,-2.7,-8,-1,0,3
O=C(O)c1ccccc1NCc1cccs1,-1,0,-2,1.1,28,-0.1,-7,-12,0,6

# Entries from the list above that have two or more sulfur atoms, in the order listed:
SMILES,RTF Ca sens act,Keap1-Nrf2 PPI,CAL PDZ FP-1,C-LANA FP,SR-BI DiI-HDL act,CAL PDZ FP-2,Cardiac RTF inh,Rtt109 HAT inh,DAGLB inhibitor,PKA-R2B activ
Cc1ccc(C(=O)Oc2coc(CSc3nnc(NC(=O)c4cccs4)s3)cc2=O)cc1,4,-6,4,1.8,31,-3.5,-4,-29,3,1
CC(NC(=O)CCc1nc2cc(S(=O)(=O)N3CCOCC3)ccc2n1C)c1ccc(S(N)(=O)=O)cc1 (centres undefined),-4,1,1,1.6,19,-0.3,-2,-17,0,9
O=C1CCC/C(=N/NC(=O)C2CCN(S(=O)(=O)c3cccs3)CC2)C1,7,-4,-2,2.8,30,-2.7,-8,-1,0,3
